Bioassay records: PubChem, several laboratories
CSN inh: inhibitors of CSN-mediated cullin deneddylation, primary screen, biochemical, fluorescence polarization, uHTS. Purified CSN, SCF-Nedd8-OG deneddylation. inhibition, % at 12.5 µM. hit rate 0.38% among 360,000. AID 651999, 2013;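 active = pattern-corrected inhibition above about 35%, with an unprinted fluorescence ratio check between 0.5 and 1.5, limit read from the data, passing the limit was not always enough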;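 also: 0% = enzyme with substrate and 100% = substrate without enzyme; some results filed as inactive read as strong as hits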
Target sequence (Q92905 whole entry, looked up, one chain of several): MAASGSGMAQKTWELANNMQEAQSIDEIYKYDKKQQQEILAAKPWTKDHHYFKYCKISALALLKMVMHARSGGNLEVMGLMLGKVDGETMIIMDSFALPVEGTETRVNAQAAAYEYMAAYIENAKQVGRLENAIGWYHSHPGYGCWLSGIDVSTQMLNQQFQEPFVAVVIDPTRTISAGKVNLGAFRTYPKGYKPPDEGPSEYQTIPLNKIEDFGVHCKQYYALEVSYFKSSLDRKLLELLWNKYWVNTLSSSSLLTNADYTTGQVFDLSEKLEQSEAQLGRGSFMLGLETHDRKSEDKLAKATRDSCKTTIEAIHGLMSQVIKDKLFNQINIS
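Detection – fluorescence polarization · System – HEK293T-derived human Csn5 enzyme · Controls – substrate-only high control, full reaction low control · Timing – 90 min, room temperature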
eLon inh: inhibitors of E. coli Lon protease, primary screen, biochemical, fluorescence polarization. P0A9M0. purified E. coli Lon protease. inhibition, % at 7.94 µM. hit rate 0.42% among 360,000; in the data active = inhibition above about 13%, passing the limit was not always enough;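 also: 0% = enzyme with probe and DMSO and 100% = no enzyme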
TbMetRS inhib: T. brucei MetRS inhibitors, primary screen, biochemical, luminescence | purified T. brucei MetRS, ATP depletion, Kinase-Glo luminescence | inhibition, % at 11.9 µM | hit rate 0.4% among 360,000;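 active = inhibition above a per-plate cutoff of the control wells' mean inhibition plus 3 SD, cut at about 5.5% in these data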;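 also: 0% = DMSO wells median and 100% = median of wells with control inhibitor compound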
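Dosing: 11.9 µM compound single dose, 0.9% DMSO; Assay system: purified T. brucei MetRS enzyme; Measured by: Kinase-Glo luciferase luminescence reporting remaining unconsumed ATP; Schedule: 15 min plus 2 h at 25 °C.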
bovine MsrA act: bovine MsrA enzyme activators, primary screen, biochemical, absorbance, HTS; Methionine sulfoxide reductase A (Bos taurus); purified bovine MsrA, absorbance read-out; activation, % at 10.6 µM; hit rate 0.3% among 360,000; AID 602163, 2012; in the data active = activation above about 7.5%;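 also: 0% = vehicle and 100% = reference activator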
MLLE-PAM2 inh: inhibitors of PABP1 MLLE–PAM2 peptide binding, primary screen, biochemical, fluorescence polarization, FITC-PAM2, GST-MLLE | Polyadenylate-binding protein 1 (Homo sapiens), P11940 | inhibition, % at 20 µM | hit rate 0.36% among 360,000 | AID 588489, 2011; in the data active = inhibition above about 35%, passing the limit was not always enough;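 also: plate controls were DMSO wells with GST-MLLE for no effect and wells lacking GST-MLLE protein for full effect; some results filed as inactive read as strong as hits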
Target sequence (P11940 whole entry, looked up): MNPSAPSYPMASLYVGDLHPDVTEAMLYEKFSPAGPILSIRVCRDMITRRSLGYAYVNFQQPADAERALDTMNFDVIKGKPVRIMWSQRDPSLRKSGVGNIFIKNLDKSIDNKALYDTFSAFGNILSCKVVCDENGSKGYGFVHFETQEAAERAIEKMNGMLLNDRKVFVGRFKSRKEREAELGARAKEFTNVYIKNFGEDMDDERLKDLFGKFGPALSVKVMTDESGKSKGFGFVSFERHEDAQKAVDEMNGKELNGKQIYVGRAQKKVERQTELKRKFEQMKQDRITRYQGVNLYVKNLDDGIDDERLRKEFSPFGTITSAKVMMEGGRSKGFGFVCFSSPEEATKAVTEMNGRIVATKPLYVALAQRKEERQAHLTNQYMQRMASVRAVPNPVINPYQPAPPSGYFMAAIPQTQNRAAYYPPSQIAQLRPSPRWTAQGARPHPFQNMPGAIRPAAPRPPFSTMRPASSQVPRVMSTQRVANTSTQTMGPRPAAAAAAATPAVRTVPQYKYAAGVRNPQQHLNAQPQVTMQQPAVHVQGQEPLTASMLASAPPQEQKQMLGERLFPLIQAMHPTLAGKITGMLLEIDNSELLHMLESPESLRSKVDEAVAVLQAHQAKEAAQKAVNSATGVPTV
MsrA inhibitor: bovine MsrA enzyme inhibitors, primary screen, biochemical, absorbance, HTS; inhibition, % at 15.5 µM; hit rate 0.75% among 360,000; purified bovine MsrA, absorbance read-out; Methionine sulfoxide reductase A (Bos taurus); in the data active = inhibition above about 4.5%;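 also: 0% = vehicle wells with enzyme and 100% = reference inhibitor wells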
Rin1 Abl inh: inhibitors of Rin1-Abl protein binding, primary screen, biochemical, TR-FRET; Tyrosine-protein kinase ABL1 (Homo sapiens) + Ras and Rab interactor 1 (Homo sapiens), …; inhibition, % at 7.35 µM; hit rate 0.4% among 360,000; in the data active = inhibition above about 5%, passing the limit was not always enough
Neddylation inh: inhibitors of cullin neddylation, primary screen, biochemical, TR-FRET, uHTS, NAE and Ubc12 | NEDD8-conjugating enzyme Ubc12 (Homo sapiens) + NEDD8-activating enzyme E1 regulatory … | calls only at 25 µM | hit rate 0.58% among 360,000; in the data active = inhibition above about 36%
FAS TE block: FAS thioesterase domain inhibitors, primary screen, biochemical, fluorescence intensity, uHTS; recombinant FAS-TE, OMFH fluorogenic substrate, fluorescence endpoint; Fatty acid synthase (Homo sapiens), P49327; hit rate 0.67% among 360,000; inhibition, % at 15 µM; AID 602261, 2012;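 active = compounds whose normalised, plate-corrected inhibition of enzyme fluorescence in the single-dose primary screen is 50% or more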;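 also: 0% = DMSO with enzyme and 100% = substrate without enzyme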
Numbers without * were called inactive; i = inactive; / = not tested or not shown. This is a subset; count on the stated rates, not on these rows.

Results follow in this order: CSN inh	eLon inh	TbMetRS inhib	bovine MsrA act	MLLE-PAM2 inh	MsrA inhibitor	Rin1 Abl inh	Neddylation inh	FAS TE block
- C[C@]12CC[C@H](O)C[C@@H]1CC[C@H]1[C@H]3CCC(=O)[C@@]3(C)CC[C@@H]12
    0.7	-2.1	-0.2	-2.8	-18.9	-0.3	2.5	i	-6.4
- COc1ccc(OC(=O)N(C)C[C@@H]2OCc3cnnn3CCCC(=O)N([C@H](C)CO)C[C@H]2C)cc1
    -1.3	-5.9	0.1	-5.4	-9.2	2.1	-0.1	i	-7.1
- Cc1cc(C=C2C(=O)N(C)C(=S)N(C)C2=O)c(C)n1-c1ccncc1
    9.9	-27.9	0.0	-6.7	-34.7	1.2	-0.1	i	-3.8
- O=C(Cn1cnc2ccccc2c1=O)NCC(=O)N1CCC2(CC1)OCCO2
    -4.7	-1.4	-0.1	-3.6	-2.5	0.1	-0.5	i	-3.7
- O=C(CCN1CCCCC1)NCC(=O)Nc1ccc(Br)cc1C(=O)c1ccccc1
    -0.1	-1.7	-0.6	-2.2	-4.6	1.6	0.6	i	-3.7
- O=C(Nc1cccc(C(F)(F)F)c1)OC1CN2CCC1CC2 (configuration not stated)
    -2.0	0.1	-1.2	-5.0	-3.2	-0.5	-0.8	i	-8.3
- CCC(C)N1C(=O)/C(=C\c2ccc(N3CCCCCC3)cc2)C(=O)NC1=S (configuration not stated)
    23.8	-36.8	-0.6	-10.5	-126.3	2.0	-0.9	i	3.8
- CCN(CC)c1ccc(N=Cc2c(O)n(-c3ccccc3C)c(=O)[nH]c2=O)cc1
    13.4	-29.3	-0.2	0.0	-109.6	-0.1	4.5	i	-24.0
- CC(=O)OC1C2CCC1C(N1CCCC1)CC2 (configuration not stated)
    0.8	-1.7	-1.8	-10.2	-2.4	2.3	0.4	i	-10.9
- CC1C(c2cccs2)=[N+]([O-])C(C)(C(=O)c2ccc(Cl)cc2)N1O (configuration not stated)
    3.9	1.1	-0.2	-1.3	4.3	0.2	-4.1	i	-1.4
- CN(C)CC1Oc2ccccc2OC1(O)c1ccccc1 (configuration not stated)
    1.4	4.9	1.8	-9.9	-100.8	-0.8	3.2	i	-0.7
- COc1ccccc1NC(=O)COC(=O)c1cc(C)n(C2CC2)c1C
    3.6	4.2	0.2	-7.7	-7.6	-0.3	1.3	i	-12.2
- Cc1cc(OC(=O)c2ccco2)c2c3c(c(=O)oc2c1)CCC3
    -5.0	-0.9	-0.1	-0.3	0.0	-0.6	-4.0	i	16.0
- Fc1ccc(N2Cc3ccccc3-n3nncc3C2)cc1
    4.9	-3.7	-1.1	-4.6	-8.8	0.2	3.1	i	-2.4
- COc1cc(C2c3cc(O)c(OC)cc3CC3C(=O)OCC32)ccc1O (configuration not stated)
    1.9	-2.4	0.5	-3.1	-5.5	1.7	1.8	i	-5.1
- COc1cc(NC(=O)CN2C3CCC2CC(O)(c2cccnc2)C3)cc(OC)c1 (configuration not stated)
    -2.5	-6.5	-0.4	-6.9	-2.7	1.0	-3.2	i	-3.8
- CCOc1ccc(CC2C(=O)NC(=O)N(c3ccc(CC)cc3)C2=O)cc1 (configuration not stated)
    -0.9	-11.4	-2.0	-2.1	-0.5	0.3	0.0	i	-7.4
- O=C(COc1ccccc1)N1CCN(CC2CC=CCC2)CC1 (configuration not stated)
    -1.1	0.4	-0.8	-1.9	-8.7	-0.9	1.9	i	-4.0
- COc1cc2nc(N3CCN(C(=O)[C@@H]4CCCO4)CC3)nc(N)c2cc1OC
    -0.5	-2.7	-0.8	-1.7	-5.2	1.2	0.8	/	0.7
- Cc1ccc(C2C(=O)NC(=O)NC2=O)cc1
    4.2	-0.4	-0.5	-4.5	-1.5	-1.3	-1.4	i	-6.5
- Clc1ccc2c(c1)C(c1ccccc1Cl)=NCc1nnc(Br)n1-2
    -0.3	-3.6	-0.8	-12.7	-6.9	0.0	1.5	i	-11.4
- S=C(NCCc1ccccc1)N1Cc2cc(N3CCCCC3)ccc2-n2nncc2C1
    2.8	-14.7	-1.0	-4.0	-138.0	1.1	-0.5	i	27.0
- CCOC(=O)c1c(NC(=O)C(c2ccccc2)c2ccccc2)sc2c1C1CCN2CC1
    -1.7	3.8	-0.6	-1.7	2.9	2.3	-2.7	i	-5.4
- C=CCSc1nc2c(c(-c3ccsc3)c1C#N)CN(C)CC2
    -6.3	17.1	-0.1	-0.3	10.5	-0.7	-0.4	i	13.0
- CC(C)CN(CC(C)C)C(=O)C1C2c3ccccc3C(c3ccccc32)C1C(=O)O (configuration not stated)
    3.9	4.8	-1.3	-8.8	9.6	0.8	-0.6	i	-6.8
- COC(=O)C1=C(c2ccc(S(C)(=O)=O)cc2)C[C@@H]2CC[C@H]1N2C(=O)NCCNC(C)=O
    1.7	-4.6	-0.3	0.3	6.4	-0.3	-1.4	i	-16.2
- CCCNC1=C(C)C(=O)C2=C(C1=O)C(COC(N)=O)[C@]1(OC)C3NC3CN21 (some centres not stated)
    9.4	7.2	-1.3	-5.0	3.5	0.0	-0.6	i	-5.3
- Cc1nn(Cc2ccccc2)c(C)c1C(=O)NCc1ccccc1
    -9.1	-1.9	0.1	-3.1	2.9	0.5	0.2	i	-2.1
- CCOC(=O)c1c(C)n(Cc2ccccc2)c2ccc(OCC(O)Cn3nc(C)cc3C)cc12 (configuration not stated)
    -0.3	1.0	0.2	-0.8	0.1	1.1	-1.3	i	15.8
- C=CCn1c(O)c(C(C)=NC(C)c2ccccc2)c(=O)[nH]c1=O (configuration not stated)
    -0.1	1.5	-0.8	-3.4	-9.5	1.6	0.6	i	-3.2

Limited to Neddylation inh and bovine MsrA act, for some of the entries so far:
SMILES	Neddylation inh	bovine MsrA act
COc1cc2nc(N3CCN(C(=O)[C@@H]4CCCO4)CC3)nc(N)c2cc1OC	/	-1.7
Cc1ccc(C2C(=O)NC(=O)NC2=O)cc1	i	-4.5

Continued.
Results follow in this order: CSN inh	eLon inh	TbMetRS inhib	bovine MsrA act	MLLE-PAM2 inh	MsrA inhibitor	Rin1 Abl inh	Neddylation inh	FAS TE block
- O=C(COc1ccc2c3c(c(=O)oc2c1)CCC3)N1C[C@H]2C[C@@H](C1)c1cccc(=O)n1C2
    -2.4	1.1	1.1	-1.8	-0.4	3.3	-2.3	i	-1.3
- C=C(COC(=O)CCC(=O)O)CC1CC(O)[C@]2(C)OC3CC4OC5C[C@]6(C)O[C@]7(C)CCC8OC9C[C@]%10(C)OC%11C(C)=CC(=O)OC%11CC%10OC9C[C@@H](C)C8OC7CC6O[C@]5(C)C/C=C\C4OC3CC2O1 (some centres not stated)
    -2.6	3.7	-0.3	-0.6	5.4	/	3.5	i	-5.0
- O=C1CC23c4ccccc4N4C(=O)CC5OCC=C6CN1C2CC6C5C43 (configuration not stated)
    -3.5	-1.7	-0.2	0.2	1.8	-1.2	5.7	i	-6.8
- c1cc2n(c1)-c1c(ccc3c1OCO3)CNC2c1ccc2c(c1)OCO2 (configuration not stated)
    -4.2	2.5	-0.7	-1.7	10.8	0.1	-1.1	i	-3.1
- NC(Cc1ccc(F)cc1)c1csc(Nc2cnccn2)n1 (configuration not stated)
    4.5	-6.6	-0.2	-8.0	-10.4	1.0	-0.2	i	-7.2
- O=C(CCc1nnc2ccc(NCc3ccccc3Cl)nn12)N1CCC2(CC1)OCCO2
    2.7	-1.3	0.2	-5.3	-3.7	0.0	3.7	i	-4.1
- BrCCc1ccccc1
    5.2	-1.9	-0.7	-3.1	-11.7	0.0	-0.3	i	-6.5
- c1ccc2cc(CC3=NCCN3)ccc2c1
    0.7	-0.8	-0.8	-4.0	6.1	-1.2	-1.5	i	-10.3
- CCOC(=O)c1nc2ccccc2c(=O)n1-c1ccc(C)cc1
    -1.2	2.0	-1.0	-2.8	6.8	0.2	-2.2	i	4.5
- COc1ccc(CN2C(=O)CC(=O)NC2=O)cc1
    -0.4	-36.9	-0.3	-1.8	-29.6	0.4	-4.2	i	-5.9
- CCOc1ccc(-n2c(O)c(C=NCCCn3ccnc3)c(=O)[nH]c2=O)cc1
    4.7	-7.7	-0.6	0.0	-9.8	-0.3	2.7	i	-2.3
- COc1ccc(Cl)cc1N=Cc1c(O)n(C)c(=O)n(C)c1=O
    2.7	11.4	-1.0	-8.2	-5.1	1.1	-0.8	/	0.7
- O=C(NCc1cccnc1)Nc1ccc([N+](=O)[O-])cc1
    -4.2	6.8	0.0	-2.3	9.3	2.8	-1.1	i	2.8
- Fc1ccc(C2=CCN(C(c3cccs3)c3nnnn3CCc3ccccc3)CC2)cc1 (configuration not stated)
    -0.7	-8.1	0.4	-4.0	-5.9	1.6	-5.6	i	17.0
- COC(=O)C1=C(C(=O)OC)SC2(S1)C(C(=O)OC)=C(C(=O)OC)Sc1c2ssc1=O
    12.5	-19.3	-0.2	3.8	21.5	2.2	-0.6	i	-0.6
- COc1ccccc1N=Cc1c(O)n(C)c(=O)n(C)c1=O
    -2.9	-4.7	-0.5	-1.9	-1.1	1.5	3.4	i	0.6
- CCCCC(=O)N/N=C/c1c(O)n(-c2ccccc2)c(=O)[nH]c1=O
    3.2	-1.9	0.4	-0.7	-7.2	0.8	1.0	i	-4.4
- C[C@]12C=CC(=O)C=C1CC[C@@H]1C2CC[C@]2(C)OC(=O)CCC12 (some centres not stated)
    -6.0	-1.8	0.3	-2.4	5.2	-0.3	2.2	i	-3.6

Single entries from the list.
COc1ccc(Cl)cc1N=Cc1c(O)n(C)c(=O)n(C)c1=O in bovine MsrA act reads -8.2
COc1cc(NC(=O)CN2C3CCC2CC(O)(c2cccnc2)C3)cc(OC)c1 (configuration not stated) in bovine MsrA act reads -6.9
Fc1ccc(N2Cc3ccccc3-n3nncc3C2)cc1 in FAS TE block reads -2.4
CC1C(c2cccs2)=[N+]([O-])C(C)(C(=O)c2ccc(Cl)cc2)N1O (configuration not stated) in eLon inh reads 1.1
CCOc1ccc(-n2c(O)c(C=NCCCn3ccnc3)c(=O)[nH]c2=O)cc1 in TbMetRS inhib reads -0.6
